POLH inh = blocks human DNA polymerase eta activity | Potency, µM (highest dose often 114 µM), for inactives: top-dose activity change, negative = inhibition, most hits filed as inhibitors | hit rate 1.2% among 390,000 | recombinant Pol eta, fluorescent DNA replication assay; also: potency is read from the fitted curve at half-maximal effect; % is scaled to controls: 0 for no effect and ±100 for the full control effect
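Fluorescent replication assay: 50 nM final substrate added after a 15 min room-temperature compound preincubation with 10 nM enzyme. Signal taken at 0 min and again at 10 min.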
Tb PGK inh = blocks T. brucei phosphoglycerate kinase; P07378; PGK/GAPDH coupled, Kinase-Glo luminescence, 60 min; Potency, µM (titrated, usually from 57.5 µM), inactives show at the highest dose activity change, negative = inhibition, hits mostly inhibitors; hit rate 0.043% among 380,000; AID 602233; also: potency is read from the fitted curve at half-maximal effect; % is scaled to controls: 0 for no effect and ±100 for the full control effect; nearly all actives have a fitted effect of over 60% in size
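Recombinant glycosomal PGK reaction used 1,3-bisphosphoglycerate generated in-well by GAPDH (100nM final) in 100mM TEA pH 7.6, 5mM MgCl2, 0.01% Tween-20. After 60 minutes at room temperature, ATP was read by Kinase-Glo Plus luminescence end-point.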
APE1 inh = blocks human APE1 abasic DNA cleavage. Potency, µM (doses to about 65.8 µM), without a hit: top-dose activity change, negative = inhibition, actives largely listed as inhibitors. AID 2517. P27695. recombinant APE1, TAMRA/BHQ-2 abasic DNA cleavage fluorescence. hit rate 0.35% among 350,000;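 also: potency is read from the fitted curve at half-maximal effect; plate controls were vehicle for no effect and reference inhibitor for full effect; nearly all actives have a fitted effect of over 55% in size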
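APE1 at 0.75 nM preincubated 15 min at room temperature with compound. Reaction then started with 50 nM double-stranded THF-abasic substrate labelled with TAMRA/BHQ-2, and 525/598 nm fluorescence read kinetically. Activity taken as third-minus-first read difference, normalized to DMSO and NSC13755 controls.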
BLM helicase inh = inhibitors of human Bloom syndrome helicase BLM; AID 2528; hit rate 0.2% among 350,000; P54132; recombinant BLM DNA unwinding, fluorescence dequenching; Potency, µM (top dose mostly 56.1 µM), inactives show at the top dose activity change, negative = inhibition, usual class: inhibitors;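 also: potency is read from the fitted curve at half-maximal effect; plate controls were vehicle for no effect and no enzyme for full effect; nearly all actives have a fitted effect of over 35% in size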
RXFP1 antagonist = blocks the human relaxin receptor RXFP1 | Q9HBX9 | HEK293-RXFP1, relaxin-stimulated cAMP HTRF, 30 min; stronger effect = lower value | activity change, negative = inhibition, % at 57.5 µM | hit rate 0.59% among 350,000;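 active = activity change of -60% or lower, but not beyond a set lower limit; inconclusive = change between -60% and -40%, or beyond the set limit; inactive = change above -40%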; also: % is scaled to controls: 0 for no effect and ±100 for the full control effect
Target sequence (Q9HBX9 whole entry, looked up): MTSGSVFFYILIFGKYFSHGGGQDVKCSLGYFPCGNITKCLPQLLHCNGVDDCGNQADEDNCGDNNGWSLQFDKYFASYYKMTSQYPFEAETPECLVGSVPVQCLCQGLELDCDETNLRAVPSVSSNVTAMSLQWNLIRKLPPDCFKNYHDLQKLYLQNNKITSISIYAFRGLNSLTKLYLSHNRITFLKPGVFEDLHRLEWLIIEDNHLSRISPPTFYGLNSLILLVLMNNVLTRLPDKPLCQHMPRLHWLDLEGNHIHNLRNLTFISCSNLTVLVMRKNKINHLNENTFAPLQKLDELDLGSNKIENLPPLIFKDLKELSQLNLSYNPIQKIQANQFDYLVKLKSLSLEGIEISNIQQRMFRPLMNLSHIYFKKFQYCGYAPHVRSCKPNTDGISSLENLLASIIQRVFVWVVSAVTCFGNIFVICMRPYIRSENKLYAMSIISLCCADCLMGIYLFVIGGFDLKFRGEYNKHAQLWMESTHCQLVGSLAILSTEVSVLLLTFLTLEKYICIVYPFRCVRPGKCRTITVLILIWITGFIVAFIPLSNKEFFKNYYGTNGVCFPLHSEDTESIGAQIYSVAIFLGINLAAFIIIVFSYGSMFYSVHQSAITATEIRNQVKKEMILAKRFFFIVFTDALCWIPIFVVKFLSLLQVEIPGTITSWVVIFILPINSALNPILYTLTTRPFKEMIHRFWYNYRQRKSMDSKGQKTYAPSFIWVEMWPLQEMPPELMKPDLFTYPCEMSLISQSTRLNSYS
Pol iota inh = inhibitors of human DNA polymerase iota. Q9UNA4. Pol iota fluorescent replication assay, 10 min. Potency, µM (highest dose often 115 µM), for the others: at the highest dose activity, negative = inhibition, hits mostly inhibitors. hit rate 1% among 390,000; also: potency is read from the fitted curve at half-maximal effect
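Pol iota at 10 nM preincubated 15 min with compounds at room temperature; reaction started with fluorescent substrate, 50 nM final. Fluorescence read kinetically at 0 and 10 min; buffer-only wells as negative control.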
Pol beta inh = inhibitors of human DNA polymerase beta; P06746; Pol beta primer extension/strand displacement, fluorescence kinetic; Potency, µM (doses to about 114 µM), for inactives: top-dose activity change, negative = inhibition, actives largely listed as inhibitors; hit rate 1.3% among 340,000; also: potency is read from the fitted curve at half-maximal effect; % is scaled to controls: 0 for no effect and ±100 for the full control effect
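Pol beta (10 nM) and compounds were preincubated 15 min at room temperature, then 50 nM substrate (final) started primer extension/strand displacement. Reads were taken at 0 and 10 min; concentration-response data were fitted to a four-parameter Hill equation.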
Anesthetic bind = binds horse apoferritin like a general anesthetic. apoferritin/1-aminoanthracene competitive binding, fluorescence. P02791. hit rate 0.074% among 350,000. Potency, µM (doses to about 77.5 µM), for inactives: at the top dose activity change, negative = displacement, actives largely listed as inhibitors. AID 485281; also: potency is read from the fitted curve at half-maximal effect; % is scaled to controls: 0 for no effect and ±100 for the full control effect; nearly all actives have a fitted effect of over 20% in size
Target sequence (P02791 2-175 limits assumed): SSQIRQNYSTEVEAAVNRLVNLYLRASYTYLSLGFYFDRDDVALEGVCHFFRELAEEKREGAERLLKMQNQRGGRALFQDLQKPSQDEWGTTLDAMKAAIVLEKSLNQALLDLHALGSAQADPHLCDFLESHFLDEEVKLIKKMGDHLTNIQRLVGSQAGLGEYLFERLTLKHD
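Probe: 1-aminoanthracene (50% saturated, PBS). Protein: horse-spleen apoferritin, 10 uM. Incubation: 10 min, room temperature. Detection: 380 nm excitation, 535 nm emission. Analysis: normalized response, four-parameter Hill.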
POLK inh = DNA polymerase kappa (human) inhibition | AID 588579 | purified Pol kappa, fluorescent DNA synthesis assay, 10 min | Q9UBT6 | hit rate 0.53% among 400,000 | Potency, µM (titrated, usually from 107 µM), for inactives: at the highest dose activity, negative = inhibition, usual class: inhibitors; also: potency is read from the fitted curve at half-maximal effect; % is scaled to controls: 0 for no effect and ±100 for the full control effect
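Inhibition of 10 nM Pol kappa is measured by a fluorescent read-out at 0 and 10 min following addition of 50 nM substrate (final), with a 15-min room-temperature compound preincubation.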
* = called active by the depositor; i = inactive; ? = inconclusive; nt = not tested or not shown; [ ] = dose if it differs, or a comment. Unless noted, calls follow the shape of the dose curve; as a rule, active = well fitted curve in the direction sought with a large enough effect; inconclusive = small, poorly fitted or top-dose-only effect, or another doubt; inactive = no such curve, though single readings can be large; an effect the other way counts as inactive or inconclusive. Only part of the results is shown; rates above refer to the full screens.

SMILES	POLH inh	Tb PGK inh	APE1 inh	BLM helicase inh	RXFP1 antagonist	Pol iota inh	Pol beta inh	Anesthetic bind	POLK inh
CN(C)C(=O)CCc1ccc2c3c([nH]c2c1)[C@]1(CCc2ccccc2)[C@@H](C(=O)N2CCCCC2)C[C@H](CC(=O)NCCCn2ccnc2)C(=O)N1CC3	-12.6%	-7.3%	-15.1%	nt	nt	14.7%	nt	nt	-0.1%
Nc1nonc1-n1nnc(C(=O)N/N=C/c2ccc(O)cc2)c1COc1ccc(F)cc1	-10.8%	i	-6.9%	-1.6%	-3.0	-23.5%	6.0%	1.9%	-12.3%
CCOC(=O)C1(Cc2ccccc2C)CCCN(C(=O)c2cc(C3CC3)[nH]n2)C1 (stereo not given)	-19.0%	-1.2%	-10.9%	-1.9%	?	53.6%[activator]	-6.5%	-8.6%	3.0%
CC(=O)Nc1ccc(S(=O)(=O)N[C@@H](C)C(=O)Nc2ccc(N3CCOCC3)cc2)cc1	-7.3%	-5.3%	-3.4%	0.4%	0.2	-0.2%	56.5%	-7.5%	-22.0%
O=C(CSc1ccccc1)NCCCc1ccccc1	-0.8%	-2.5%	2.2%	-1.3%	19.6	18.0%	-9.2%	-14.1%	4.2%
CC(NC(=O)C(=O)N1CCCCC1)C(c1cccs1)N1CCN(c2ccccc2F)CC1 (stereo not given)	0.4%	-8.3%	7.1%	-1.2%	9.2	-2.1%	3.3%	-12.9%	0.2%
O=C(COC(=O)CCC1CCCC1)Nc1ccccc1Sc1ccccc1	-23.9%	-5.7%	?	0.6%	-1.4	-19.3%	1.6%	29.1%	0.7%
Cc1cc(-c2ccc(F)cc2)nc2cc(C(N)=O)nn12	?	-4.7%	-2.7%	-0.6%	-2.9	0.1%	3.2%	17.9%	-19.4%
CCOC(=O)N1CCN(C2CC(=O)N(c3ccc(F)cc3)C2=O)CC1 (stereo not given)	-5.0%	-3.8%	-4.3%	0.1%	2.5	25.4%	17.6%	-8.0%	-0.8%[60.1 µM]
COC(=O)C1=C(C)Nc2ncnn2C1c1cccnc1 (stereo not given)	1.7%	7.8%	2.5%	-1.2%	-1.9	-1.5%	2.3%	1.3%	-5.3%
O=S(=O)(Nc1ccccn1)c1cccc(S(=O)(=O)c2ccc(Br)cc2)c1	-7.2%	-5.1%	0.5%	-11.1%	-11.2	24.4%	4.1%	-14.0%	-2.4%
Nc1ccc(C(=O)N/N=C/c2cn(Cc3ccc(F)cc3)c3ccccc23)cc1	-12.3%	2.5%	-2.5%	-13.0%	2.2	8.2%	-28.3%	34.6%[activator]	-16.3%
NS(=O)(=O)c1ccc(CCNC(=O)CNC(=O)Cc2ccccc2)cc1	-9.3%	-1.4%	-1.4%	-7.8%	-2.0	-11.0%	30.3%	10.2%	-0.2%
O=C(c1ccccc1)c1ccc(OCC(O)CNCc2ccc(F)cc2)cc1 (stereo not given)	-19.1%	-1.4%	-0.4%	3.1%	-31.9	49.6%[activator]	-1.1%	-2.6%	-3.0%
CCOC(=O)c1ccc(NC(=O)CSc2c(C(C)C)cnc3c2c(=O)n(C)c(=O)n3C)cc1	-11.7%	13.2%	nt	-0.1%	7.4	-2.3%	18.0%	47.4%[activator]	-14.3%[60.1 µM]
CC1SCC(NC(=O)c2ccc(Cl)cc2)CS1 (stereo not given)	-18.6%	-3.1%	15.2%	-1.3%	-8.7	55.5%[activator]	-11.7%	-8.4%	-11.4%
COc1ccc(Cl)cc1C(=O)Nc1ccncc1	-1.5%	-5.1%	7.6%	-1.2%	1.7	97.3%[activator]	-3.7%	-4.7%	7.6%
COc1ccc(CN2C(=O)CSCC2=O)cc1OC	-6.8%	nt	8.7%	-4.3%	12.0	-17.7%	-0.4%	-2.5%	-10.3%
CCC(=O)N1CCN(c2ccc(NC(=O)c3ccc([N+](=O)[O-])o3)cc2Cl)CC1	-11.9%	35.2%[activator]	9.5%	-4.5%	11.8	13.7%	-0.5%	-23.2%	14.8%
O=S(=O)(NCC(c1ccco1)S(=O)(=O)c1ccccc1)c1ccccc1 (stereo not given)	-8.9%	2.4%	nt	-3.6%	6.5	11.6%	2.1%	-7.7%	-12.7%[60.1 µM]
O=c1c2ccccc2c(C=Nc2ccc(Cl)cn2)c(O)n1-c1cc(Cl)ccc1N1CCOCC1	-12.5%	i	3.1%	-0.7%	7.5	-2.2%	-8.9%	-10.5%	-1.3%
COc1cc(Cl)c(NS(=O)(=O)c2ccc3c(c2)CC(C)N3C(=O)C2CCC2)c(OC)c1 (stereo not given)	-4.7%	-4.4%	nt	-6.1%	-11.5	-15.2%	1.6%	?	-3.3%
CCOC(=O)c1c(C)[nH]c(C)c1S(=O)(=O)N1CCCC(C(=O)N2CCN(c3cc(C)ccc3C)CC2)C1 (stereo not given)	-14.8%	0.5%	nt	-5.5%	-14.2	8.5%	24.4%	-3.9%	-5.0%[60.1 µM]
Cc1cccc(NC(=O)CSc2ccc(-c3cccnc3)nn2)c1	-18.7%	3.5%	-5.4%	1.5%	-2.1	1.8%	?	-14.5%	-5.9%
O=C(COc1ccc(Cl)cc1Cl)NCCSc1ccc(Cl)cc1	-14.2%	-2.4%	-2.9%	-4.5%	-7.1	-1.6%	0.5%	33.2%[activator]	-3.2%
CCc1ccc(-c2cc3c(=O)n(CC(=O)NCCCN4CCN(C)CC4)ncn3n2)cc1	-10.2%	-4.9%	14.3%	1.2%	-23.9	24.9%	37.8%	-3.2%	-4.4%
COc1ccc(NC(=O)OCC(C)C)cc1OC	-16.7%	-17.1%	-2.1%	-3.4%	18.0	-2.8%[58.9 µM]	8.8%	?	-11.5%
Cc1ccc(C2(C)NC(=O)N(CC(=O)Nc3cc(C)on3)C2=O)cc1 (stereo not given)	-11.0%	-5.2%	-0.9%	-1.3%	8.0	37.4%[activator]	23.4%	?	-11.4%
Cc1ccc(/C=C/C(=O)NCCc2c[nH]c3ccccc23)o1	-22.2%	i	-3.3%	-2.8%	-26.6	36.4%[activator]	-13.2%	-17.3%	-0.4%
Oc1ccccc1-c1nc(/C=C/c2ccccc2Cl)nn1-c1ccccc1	-4.1%	0.0%	nt	-9.8%	nt	-1.6%	22.8%	8.7%	8.5%
CCOC(=O)[C@H]1[C@H]2COc3ccc(OC)cc3[C@H]2N2C(=O)CN(Cc3ccccc3)C(=O)[C@@]12C	-8.6%	-5.6%	nt	nt	nt	16.5%	nt	nt	0.6%
COc1cc(C(=O)NC2CCCCC2)ccc1OC1CCN(C(C)=O)CC1	-21.5%	-5.1%	21.6%	-6.2%	4.2	22.6%	4.2%	-4.4%	4.2%
CCC(=O)Nc1cc(C(=O)NCC2CCCN2CC)c(OC)cc1N(C)C (stereo not given)	-5.4%	i	-8.8%	-1.3%	-25.3	-3.8%	-2.8%	-10.6%	6.1%
O=C(CSc1nnc(Cc2ccccc2)o1)c1cc(F)ccc1F	-12.3%	-2.1%	-12.1%	-2.9%	-2.4	10.3%	?	?	7.1%
Cc1ccc(N2C(=O)c3ccccc3C2C(=O)c2cc(C)ccc2O)cc1 (stereo not given)	-19.0%	-6.8%	6.9%	-10.0%	-1.6	9.8%	39.0%	-11.7%	2.1%[60.1 µM]
O=C(N=C1SCC(=O)N1c1ccccc1Cl)c1ccccc1	-21.1%	1.8%	-5.4%	-5.6%	-13.0	?	-1.3%	-23.0%	-2.2%
C/C(=N\Nc1nnc2c3ccccc3n(C)c2n1)c1ccc(C)o1	-26.1%	6.0%	-7.2%	-5.1%	-2.9	73.9%[activator]	-1.2%	0.9%	-14.5%
COc1cc2c(c(OC)c1)C(c1cccc(F)c1F)CC(=O)N2 (stereo not given)	-23.9%	-4.5%	nt	-2.2%	nt	16.0%	1.2%	-1.4%	-0.1%
COc1ccc(NS(=O)(=O)c2ccc(NS(=O)(=O)c3cccs3)cc2)cc1	-11.5%	i	1.7%[12.4 µM]	1.5%	-8.0	14.3%	2.2%	-14.0%	-6.1%
CC1CCCC(C)N1NC(=O)Cc1ccccc1 (stereo not given)	-5.4%	-8.1%	4.1%	-0.3%	-8.9	-21.3%	42.9%	2.5%	-7.9%

A different layout for part of the listing above:
Fields – POLH inh	Tb PGK inh	APE1 inh	BLM helicase inh	RXFP1 antagonist	Pol iota inh	Pol beta inh	Anesthetic bind	POLK inh
- O=C(CSc1nnc(Cc2ccccc2)o1)c1cc(F)ccc1F
 : -12.3%	-2.1%	-12.1%	-2.9%	-2.4	10.3%	?	?	7.1%
- Cc1ccc(N2C(=O)c3ccccc3C2C(=O)c2cc(C)ccc2O)cc1 (stereo not given)
 : -19.0%	-6.8%	6.9%	-10.0%	-1.6	9.8%	39.0%	-11.7%	2.1%[60.1 µM]
- O=C(N=C1SCC(=O)N1c1ccccc1Cl)c1ccccc1
 : -21.1%	1.8%	-5.4%	-5.6%	-13.0	?	-1.3%	-23.0%	-2.2%
- C/C(=N\Nc1nnc2c3ccccc3n(C)c2n1)c1ccc(C)o1
 : -26.1%	6.0%	-7.2%	-5.1%	-2.9	73.9%[activator]	-1.2%	0.9%	-14.5%
- COc1cc2c(c(OC)c1)C(c1cccc(F)c1F)CC(=O)N2 (stereo not given)
 : -23.9%	-4.5%	nt	-2.2%	nt	16.0%	1.2%	-1.4%	-0.1%
- COc1ccc(NS(=O)(=O)c2ccc(NS(=O)(=O)c3cccs3)cc2)cc1
 : -11.5%	i	1.7%[12.4 µM]	1.5%	-8.0	14.3%	2.2%	-14.0%	-6.1%
- CC1CCCC(C)N1NC(=O)Cc1ccccc1 (stereo not given)
 : -5.4%	-8.1%	4.1%	-0.3%	-8.9	-21.3%	42.9%	2.5%	-7.9%

Screens from PubChem BioAssay.
